PPARg SRC-1 ag – agonists of human PPARgamma SRC-1 coactivator recruitment; P37231; hit rate 0.41% among 200,000; activation, % at 8 µM; AID 631; PPARgamma-SRC-1 coactivator recruitment biochemical assay; in the data active means activation above about 19%;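 further: 0% = DMSO and 100% = reference agonist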
Target sequence (P37231 whole entry, looked up): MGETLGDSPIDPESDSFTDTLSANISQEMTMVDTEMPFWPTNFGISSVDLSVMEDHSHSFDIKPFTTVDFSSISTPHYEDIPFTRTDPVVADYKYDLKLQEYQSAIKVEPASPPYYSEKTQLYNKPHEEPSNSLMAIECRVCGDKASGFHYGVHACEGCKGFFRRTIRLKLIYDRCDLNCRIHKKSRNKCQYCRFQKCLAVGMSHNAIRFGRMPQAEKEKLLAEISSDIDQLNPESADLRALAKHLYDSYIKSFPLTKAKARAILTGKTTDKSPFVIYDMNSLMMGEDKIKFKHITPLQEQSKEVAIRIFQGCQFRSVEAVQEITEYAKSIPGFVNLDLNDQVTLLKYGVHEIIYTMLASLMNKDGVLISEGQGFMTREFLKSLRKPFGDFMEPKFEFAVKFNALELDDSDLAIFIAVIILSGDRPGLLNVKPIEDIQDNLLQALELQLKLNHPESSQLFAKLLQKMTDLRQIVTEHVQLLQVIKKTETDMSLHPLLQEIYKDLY
TNAP inh hi DEA – TNAP (human) inhibition, high acceptor | inhibition, % at 20 µM | hit rate 0.03% among 200,000 | purified TNAP, CDP-star luminescence, 1 M DEA | P05186;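 active means over 50% inhibition of tissue-nonspecific alkaline phosphatase at 20 µM in the single-dose screen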;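 further: plate controls were DMSO wells for no effect and EDTA-quenched wells as full inhibition for full effect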
Target sequence (P05186 whole entry, looked up): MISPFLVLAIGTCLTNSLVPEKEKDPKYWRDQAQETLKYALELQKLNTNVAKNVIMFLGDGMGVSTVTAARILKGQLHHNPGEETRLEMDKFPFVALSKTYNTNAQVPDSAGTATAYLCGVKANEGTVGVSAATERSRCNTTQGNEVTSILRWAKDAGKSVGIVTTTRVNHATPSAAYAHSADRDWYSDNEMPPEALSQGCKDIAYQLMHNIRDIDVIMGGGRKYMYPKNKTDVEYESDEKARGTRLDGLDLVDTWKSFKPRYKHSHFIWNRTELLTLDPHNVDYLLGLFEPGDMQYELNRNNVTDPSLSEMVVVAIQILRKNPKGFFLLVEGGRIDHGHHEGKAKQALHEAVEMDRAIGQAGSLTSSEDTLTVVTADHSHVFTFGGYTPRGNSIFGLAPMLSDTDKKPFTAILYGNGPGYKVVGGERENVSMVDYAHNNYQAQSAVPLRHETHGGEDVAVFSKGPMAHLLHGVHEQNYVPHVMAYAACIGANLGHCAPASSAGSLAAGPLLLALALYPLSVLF
Efa HMGR inh – inhibitors of class II HMG-CoA reductase from Enterococcus faecalis. inhibition, % at 10 µM. purified E. faecalis HMGR, NADPH absorbance 340 nm kinetic. hit rate 0.41% among 190,000. AID 1066;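 active means inhibition above a set limit, the median over all tested compounds plus 3 SD, cut at about 9.5% in these data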;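 further: enzyme runs in reverse so mevalonate oxidation gives rising NADPH absorbance; 0% = complete reaction with DMSO and 100% = background rate lacking mevalonate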
bIAP inh – intestinal alkaline phosphatase (bovine) inhibition. inhibition, % at 20 µM. AID 1019. purified bovine IAP, CDP-star luminescence, 30 min. 190,000 tested, under 10 active;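 active means over 50% inhibition of intestinal alkaline phosphatase at 20 µM in the single-dose screen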
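System: purified bovine intestinal alkaline phosphatase (IAP) enzyme; Input: IAP diluted 1/65,000,000 in the well; Measured by: CDP-star luminescence signal; Compound dosing: 20 µM single dose; Incubation: 30 min reaction at room temperature.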
SRC2 TRFRET art – counter-screen for PPARgamma SRC-2 recruitment agonists: TR-FRET artefact | stronger effect = higher value | AID 1049 | hit rate 0.4% among 200,000 | TR-FRET ratio at 8 µM; in the data active means TR-FRET ratio above about 2000; further: inactives centre near 1500
TNAP act hi DEA – activators of human TNAP at high phosphate acceptor concentration | P05186 | purified TNAP, CDP-star luminescence, 1 M DEA, 30 min; stronger effect = higher value; 0 = EDTA background, 1 = DMSO-only activity | activation factor at 20 µM | 200,000 tested, under 10 active | AID 1136;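 active means activation factor at least 2 at 20 µM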
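Measured by: Luminescent substrate turnover signal | Test system: Human TNAP | Input: TNAP 1/800 final | Dosing: 20 µM single point | Schedule: 30 min, room temperature | Controls: EDTA wells as negative control, DMSO wells as positive control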
PPARg SRC-2 ag – PPARgamma-driven SRC-2 recruitment agonism; PPARgamma LBD-SRC-2 recruitment, biochemical; activation, % at 8 µM; P37231; hit rate 0.34% among 200,000; in the data active means activation above about 22%;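 further: 0% = vehicle and 100% = reference agonist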
bIAP act – intestinal alkaline phosphatase (bovine) activation. activation factor at 20 µM. AID 1016. hit rate 0.17% among 200,000. purified bovine IAP, CDP-star luminescence, 30 min; stronger effect = higher value; fold of DMSO-control signal, blank-subtracted;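 active means activation factor of 2 or more at 20 µM, a signal rise over negative controls twice the positive control's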
PPARg SRC3 recr – PPARgamma-driven SRC-3 recruitment agonism. P37231. hit rate 0.26% among 200,000. biochemical PPARgamma/SRC-3 coactivator recruitment assay. activation, % at 8 µM; in the data active means activation above about 23%;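 further: 0% = DMSO and 100% = reference agonist; some compounds past the cut are filed as inactive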
TNAP inh no acc – TNAP (human) inhibition, acceptor-free conditions. P05186. purified TNAP, CDP-star luminescence, 30 min. inhibition, % at 20 µM. hit rate 0.26% among 200,000;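 active means tissue-nonspecific alkaline phosphatase inhibition above about 50% at 20 µM in the single-dose screen, limit read from the data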;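 further: 0% = DMSO negative control and 100% = EDTA positive control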
Numbers without * were called inactive; . = no result given.

SMILES | PPARg SRC-1 ag | TNAP inh hi DEA | Efa HMGR inh | bIAP inh | SRC2 TRFRET art | TNAP act hi DEA | PPARg SRC-2 ag | bIAP act | PPARg SRC3 recr | TNAP inh no acc
CC1CCc2c(nc3ncnn3c2N2CCN(c3ccccc3)CC2)C1 (stereo not drawn) | 7 | -9 | -5 | 5 | 1664 | 1.1 | 7 | 1 | -8 | 1
O=C(CSc1nc(-c2ccco2)cc(C(F)(F)F)n1)NCc1cccs1 | -1 | -7 | 0 | 8 | 1542 | 1.1 | 3 | 0.9 | 4 | -14
CCOC(=O)N1CCN(C(=O)c2cn(CC)c3ccc(S(=O)(=O)N4CCC(C)CC4)cc3c2=O)CC1 | 5 | 0 | -2 | -5 | 1658 | 1 | 1 | 1.1 | 3 | -3
CC(C)NC(=O)CCCc1ccccc1 | 4 | -1 | -1 | 7 | 1652 | 1 | 1 | 0.9 | -9 | -8
CCOC(=O)N/N=C\c1cccc(OC)c1 | -1 | -7 | -2 | 0 | 1402 | 1.1 | 4 | 1 | 5 | -7
CC(=O)Nc1ccc(S(=O)(=O)N2CCC(C(=O)O)CC2)cc1 | 0 | -5 | 1 | 2 | 1424 | 1.1 | -7 | 1 | -1 | -4
Cc1ccc(S(=O)(=O)Nc2ccccc2/C=N/c2nc3ccccc3n2C)cc1 | 6 | -2 | -1 | -2 | 1553 | 1 | -2 | 1 | -1 | 16
COc1ccc(/C=N/NC(=O)Cn2cnc3ccccc3c2=O)cc1OC | -1 | -4 | -9 | 0 | 1518 | 1 | -2 | 1 | 5 | -5
COc1ccc2cc(CN(CCc3ccccc3)Cc3nnnn3Cc3ccco3)c(=O)[nH]c2c1 | 5 | -8 | -8 | 2 | 1445 | 1.1 | -8 | 1 | 1 | -8
O=C(CSCc1ccc(Cl)cc1)N/N=C/c1ccc(OCC(=O)Nc2ccccc2)cc1 | 6 | -6 | 1 | 2 | 1460 | 1.1 | -1 | 1 | 6 | -5
CC1(C)CC(=O)C2=C(C1)OC1=C(C(=O)CC(C)(C)C1)C2c1ccccc1 | 0 | -4 | -6 | -3 | 1489 | 1 | 12 | 1 | 10 | -10
CCOC(=O)c1c(/N=C/c2cc(OC)cc([N+](=O)[O-])c2O)sc(C)c1C | 7 | 23 | 0 | 7 | 1690 | 0.8 | 4 | 0.9 | 0 | 11
Cc1cccc(N=C2NC(=O)S/C2=C\c2ccco2)c1 | 22* | 2 | 1 | 5 | 1634 | 1 | 13 | 0.9 | -1 | -6
c1ccc(C(c2nnnn2Cc2ccco2)N2CCN(c3nc4ccccc4s3)CC2)cc1 (stereo not drawn) | -1 | -10 | 1 | -15 | 1430 | 1.1 | 0 | 1.1 | -2 | -8
CC1(C)Cc2c(ccc3ccccc23)C(NNC(=O)c2cccnc2)=N1 | 3 | -8 | -2 | -7 | 1274 | 1.1 | -5 | 1.1 | 6 | -7
COc1ccc2[nH]c(=O)c(C(c3nnnn3C3CCCCC3)N3CCN(C)CC3)cc2c1 (stereo not drawn) | 10 | 7 | -1 | -10 | 1758 | 0.9 | -2 | 1.1 | 1 | -2
COC(=O)CC(N)c1ccc(Br)cc1 (stereo not drawn) | 8 | -1 | 2 | -9 | 1765 | 1 | 3 | 1.1 | -1 | -6
CCn1cc(/C=C2/SC(=S)NC2=O)c(C)n1 | -5 | -3 | -1 | -10 | 1400 | 1 | 2 | 1.1 | -2 | -12
c1ccc2c(-c3c[nH]c4ccccc34)c3ccccc3nc2c1 | -1 | -6 | -1 | 23 | 1455 | 1.1 | -1 | 0.8 | 7 | -8
COc1ccccc1Nc1ccc(C(=O)O)cc1[N+](=O)[O-] | -3 | 11 | -2 | -14 | 1729 | 0.9 | 1 | 1.1 | 2 | 4

3 of the entries above in order of their number in PPARg SRC3 recr, smallest number first.
compound | PPARg SRC-1 ag | TNAP inh hi DEA | Efa HMGR inh | bIAP inh | TNAP act hi DEA | PPARg SRC-2 ag | bIAP act | PPARg SRC3 recr | TNAP inh no acc
CC1CCc2c(nc3ncnn3c2N2CCN(c3ccccc3)CC2)C1 (stereo not drawn) | 7 | -9 | -5 | 5 | 1.1 | 7 | 1 | -8 | 1
c1ccc(C(c2nnnn2Cc2ccco2)N2CCN(c3nc4ccccc4s3)CC2)cc1 (stereo not drawn) | -1 | -10 | 1 | -15 | 1.1 | 0 | 1.1 | -2 | -8
Cc1cccc(N=C2NC(=O)S/C2=C\c2ccco2)c1 | 22* | 2 | 1 | 5 | 1 | 13 | 0.9 | -1 | -6

Next section
SMILES | PPARg SRC-1 ag | TNAP inh hi DEA | Efa HMGR inh | bIAP inh | SRC2 TRFRET art | TNAP act hi DEA | PPARg SRC-2 ag | bIAP act | PPARg SRC3 recr | TNAP inh no acc
O=Cc1c(F)cccc1N1CCCC1 | -7 | -5 | -5 | -17 | 1479 | 1 | 3 | 1.2 | 2 | -11
Cc1cccc(CCNS(=O)(=O)c2ccc(S(=O)(=O)N3CCCCC3)cc2)c1 | 3 | -3 | -4 | 21 | 1569 | 1 | 7 | 0.8 | 2 | -8
CCOC(=O)C(=O)Nc1nc(-c2ccccc2)c(CC)s1 | 4 | -5 | -5 | -2 | 1652 | 1 | -4 | 1 | 5 | -34
Cn1c(C(=O)NCCCN2CCN(c3ccccc3F)CC2)cc2c(=O)n(C)c3ccccc3c21 | -4 | -7 | 0 | -88 | 1516 | 1.1 | -11 | 1.9 | -3 | -14
CSc1ccc(NC(=O)NCCN2CCc3ccccc3C2)cc1 | -3 | 1 | 0 | 18 | 1571 | 1 | -8 | 0.8 | 14 | -1
Cc1ccc(S(=O)(=O)N2CC(=NO)C2)cc1 | 9 | 0 | -5 | 5 | 1611 | 1 | 9 | 1 | 16 | -2
COc1ccc(-c2nc(CS(=O)CC(=O)NCC3CCCO3)c(C)o2)cc1 (stereo not drawn) | 6 | -4 | -8 | 1 | 1443 | 1 | -2 | 1 | 8 | -18
Cc1ccc(C)c(N(CC(=O)NC2CCCCC2)C(=O)CCC(=O)Nc2ccccn2)c1 | 1 | -5 | . | -10 | 1683 | 1.1 | 8 | 1.1 | -10 | -10
Cn1c(=O)c2c(SC3CCCC3)nc(C3CC3)nc2n(C)c1=O | 1 | -6 | -8 | 6 | 1690 | 1.1 | 12 | 0.9 | 0 | -13
O=c1c(Cl)c(N2CCNCC2)cnn1C12CC3CC(CC(C3)C1)C2 | 6 | -1 | 0 | -5 | 1619 | 1 | 5 | 1.1 | 2 | 2
COc1ccc(C(N)=O)cc1NC(=O)c1cccc(F)c1 | 10 | -2 | -4 | 2 | 1488 | 1 | 1 | 1 | -1 | -9
COc1ccc(N(CC(=O)NCc2ccccc2)S(=O)(=O)c2c(C)noc2C)cc1 | 1 | 0 | -3 | 0 | 1499 | 1 | 4 | 1 | 19 | -7
COc1ccc(C2CC(c3cccs3)n3nc(N)nc3N2)cc1 (stereo not drawn) | 1 | -1 | -3 | 8 | 1471 | 1 | 10 | 0.9 | 1 | -6
O=C(c1ccccc1)c1c[nH]c(C(=O)NNc2ccccc2)c1 | -6 | -4 | 0 | 1 | 1466 | 1 | 6 | 1 | 2 | -11
CCOC(=O)N1CCN(c2cc(C)nc3nc(C)nn23)CC1 | 9 | -1 | -4 | 7 | 1847 | 1 | 6 | 0.9 | 3 | -8
OCC1(Cc2ccccc2)CCCN(Cc2ccc(-c3ccco3)cc2)C1 (stereo not drawn) | 11 | -6 | -6 | 6 | 1755 | 1.1 | 7 | 0.9 | 7 | -8
CC1CC(C)CN(CCCNC(=O)c2ccc(CS(=O)(=O)Cc3ccccc3F)o2)C1 (stereo not drawn) | -1 | 1 | -2 | -1 | 1624 | 1 | 2 | 1 | 0 | 3
CC(C)c1ccc(NC(=O)COc2nnc(-c3cccs3)c(-c3cccs3)n2)cc1 | 3 | -8 | -1 | 9 | 1512 | 1.1 | 5 | 0.9 | 0 | 5
O=C(N/N=C/c1ccc[nH]1)c1ccc2c(c1)OCO2 | -4 | 5 | -2 | 2 | 1788 | 0.9 | 4 | 1 | -2 | -7
CCC(C(=O)N1CCN(c2ccccc2OC)CC1)c1ccccc1 (stereo not drawn) | 1 | -7 | -1 | 41 | 1426 | 1.1 | 0 | 0.6 | -4 | -10

With a hit mark in PPARg SRC-1 ag, of those listed so far:
smiles	PPARg SRC-1 ag	TNAP inh hi DEA	Efa HMGR inh	bIAP inh	TNAP act hi DEA	PPARg SRC-2 ag	bIAP act	PPARg SRC3 recr	TNAP inh no acc
Cc1cccc(N=C2NC(=O)S/C2=C\c2ccco2)c1	22*	2	1	5	1	13	0.9	-1	-6

Carrying on.
SMILES | PPARg SRC-1 ag | TNAP inh hi DEA | Efa HMGR inh | bIAP inh | SRC2 TRFRET art | TNAP act hi DEA | PPARg SRC-2 ag | bIAP act | PPARg SRC3 recr | TNAP inh no acc
CCOC(=O)C1CCCN(S(=O)(=O)c2cccc3cccnc23)C1 (stereo not drawn) | 9 | -10 | -9 | 4 | 1538 | 1.1 | 2 | 1 | 3 | -2
COc1ccc(NC(=O)CC2Oc3ccc(C)cc3NC2=O)cc1 (stereo not drawn) | 5 | -4 | -2 | 3 | 1510 | 1 | 4 | 1 | 4 | -3
COc1ccccc1NC(=O)C(=O)N1N=C(C(C)C)CC1(O)C(F)(F)F (stereo not drawn) | -2 | -2 | -5 | 8 | 1592 | 1 | -10 | 0.9 | -6 | -12
COc1cc(C(=O)N2CCN(C(=O)C3CC3)CC2)cc(OC)c1OC | 7 | 3 | 0 | 6 | 1637 | 1 | -1 | 0.9 | 8 | -3
Cc1cc(C(=O)COC(=O)C2=NNC(=O)CC2)c(C)n1CCc1ccccc1 | 9 | -3 | -7 | -7 | 1532 | 1 | 4 | 1.1 | 1 | -5
O=C(CSc1nc2ccccc2c(=O)n1NC(=O)Cc1ccccc1)NCCc1ccccc1 | 1 | -6 | 2 | -4 | 1693 | 1.1 | 3 | 1 | 4 | -13
Nc1nnc(SCC(=O)Nc2cccc(S(N)(=O)=O)c2)s1 | 9 | 3 | -4 | -7 | 1413 | 1 | -7 | 1.1 | 2 | 21
O=C(CS(=O)(=O)c1cn(CC(=O)N2CCOCC2)c2ccccc12)Nc1ccccc1 | 6 | -1 | -8 | -12 | 1387 | 1 | -2 | 1.1 | 5 | -7
O=C(Nc1cccc(S(=O)(=O)Nc2ccc(Cl)cc2)c1)c1ccc2c(c1)OCCO2 | -4 | -1 | 5 | 9 | 1267 | 1 | 1 | 0.9 | 0 | -12
Cc1cc(C)n2ncc(C(=O)Nc3ccc(Cl)c(Cl)c3)c2n1 | 5 | -1 | -4 | 8 | 1641 | 1 | 0 | 0.9 | 1 | -5

Compounds from the list above with a COOH group:
SMILES | PPARg SRC-1 ag | TNAP inh hi DEA | Efa HMGR inh | bIAP inh | SRC2 TRFRET art | TNAP act hi DEA | PPARg SRC-2 ag | bIAP act | PPARg SRC3 recr | TNAP inh no acc
CC(=O)Nc1ccc(S(=O)(=O)N2CCC(C(=O)O)CC2)cc1 | 0 | -5 | 1 | 2 | 1424 | 1.1 | -7 | 1 | -1 | -4
COc1ccccc1Nc1ccc(C(=O)O)cc1[N+](=O)[O-] | -3 | 11 | -2 | -14 | 1729 | 0.9 | 1 | 1.1 | 2 | 4

Limited to PPARg SRC3 recr, for some of the entries so far:
Structure	PPARg SRC3 recr
COc1ccc(NC(=O)CC2Oc3ccc(C)cc3NC2=O)cc1 (stereo not drawn)	4
COc1ccccc1NC(=O)C(=O)N1N=C(C(C)C)CC1(O)C(F)(F)F (stereo not drawn)	-6
COc1cc(C(=O)N2CCN(C(=O)C3CC3)CC2)cc(OC)c1OC	8

Rows are unselected. About 1.6% of those tested had a hit in this group.
